Source: PubChem BioAssay (National Center for Advancing Translational Sciences (NCATS))
TRb-SRC2 inh: disrupts binding of human TR beta to SRC2; TRbeta-SRC2 peptide binding, fluorescence polarization; receptor liganded with 1 µM T3; Potency, µM (highest dose often 106 µM), for the others: at the top dose activity change, negative = inhibition, usual class: inhibitors; P10828; AID 1469; 280,000 compounds, 0.065% hits; active = well fitted inhibition curve with a large enough effect; inconclusive = small, poorly fitted or top-dose-only effect, or effect the other way;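 also: plate controls were bound peptide for no effect and peptide without receptor for full effect; nearly all actives have a fitted effect of over 50% in size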
Target sequence (P10828 whole entry, looked up): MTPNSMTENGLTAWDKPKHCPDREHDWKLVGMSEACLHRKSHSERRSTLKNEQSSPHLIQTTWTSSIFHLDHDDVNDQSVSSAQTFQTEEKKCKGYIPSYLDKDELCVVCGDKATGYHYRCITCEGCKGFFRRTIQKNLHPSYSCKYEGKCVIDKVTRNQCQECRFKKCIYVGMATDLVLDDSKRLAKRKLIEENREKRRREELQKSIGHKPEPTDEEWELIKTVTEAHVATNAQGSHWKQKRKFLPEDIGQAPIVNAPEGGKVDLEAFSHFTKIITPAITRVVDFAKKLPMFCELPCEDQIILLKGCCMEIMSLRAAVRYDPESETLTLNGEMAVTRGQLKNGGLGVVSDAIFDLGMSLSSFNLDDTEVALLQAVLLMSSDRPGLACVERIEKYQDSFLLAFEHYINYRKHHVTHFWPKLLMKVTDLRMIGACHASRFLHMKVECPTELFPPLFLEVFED
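TRb LBD 0.6 uM + Texas Red SRC2 peptide 20 nM, 1 uM T3, Tris buffer w/ 5% DMSO; compound pinned, 5 h RT; FP read ex 555/em 632; normalized to unbound and bound controls.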
LMNA splice mod: modulators of lamin A splicing; HeLa LMNA splicing GFP/RFP minigene ratio, 48 h; Potency, µM (highest dose often 46.1 µM), for the others: at the highest dose ratio change, negative = inhibition, hits mostly inhibitors; 200,000 compounds, 0.01% hits; AID 1487; active = well fitted inhibition curve with a large enough effect in the signal ratio, with a control signal flat, not every such curve was filed as active; inconclusive = small, poorly fitted or top-dose-only effect, or effect the other way, or a change in a side signal; the % refers to the signal ratio
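S3 HeLa cells stably expressing lamin A-EGFP splicing minigene plus DsRed2, 600 cells/well, 48 h compound exposure at 37C. Laser-scanning cytometry; analysed as GFP (500-530 nm)/RFP (575-640 nm) total intensity ratio; 0.5% DMSO vehicle.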
TR SRC2 fluor cs: Texas Red fluorescence interference in TRb-SRC2 counter-screen; AID 1479; 280,000 compounds, 0.29% hits; Potency, µM (top dose mostly 106 µM), for inactives: at the highest dose fluorescence change, negative = quenching; TRb/SRC2 Texas Red total fluorescence interference; active = well fitted curve in either direction with a large enough effect; inconclusive = small, poorly fitted or top-dose-only effect
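Human TRβ ligand-binding domain (0.6 uM) and Texas Red SRC2 peptide (20 nM) in Tris buffer with 1 uM T3 and 5% DMSO were incubated with pinned compound for 5 hr at ambient temperature. Total fluorescence was computed as S + 2P (555/632 nm).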
An asterisk follows results filed as active; ? = inconclusive; [ ] = another dose, or the depositor's remark. Unless noted, % is scaled to controls: 0 for no effect and ±100 for the full control effect; potency is read from the fitted curve at half-maximal effect. Some of the compounds tested; rates above refer to the full screens.

SMILES	TRb-SRC2 inh	LMNA splice mod	TR SRC2 fluor cs
COc1cccc(CNC(=O)C2CCN(Cc3cc4ccccc4n3Cc3ccccc3)CC2)c1OC	-1%	-7%[46 µM]	-2%
Cn1c(=NC(=O)c2ccc(F)cc2)sc2cc(Br)ccc21	-4%	5%[46 µM]	-3%
CCOc1ccccc1CNC(=O)CN1C(=O)CSc2ccc(S(=O)(=O)N3CCOCC3)cc21	-2%	-17%[46 µM]	-2%
CC(C)c1ccc(NC(=O)Cn2nnc(C(=O)NCCc3ccccc3)c2N)cc1	0%	?	-33%
COc1ccc(CNC(=O)C2CCCN(C(=O)N3CCOc4ccccc43)C2)cc1 (stereo unspecified)	-11%	2%[46 µM]	?
CCOc1ccccc1NC(=O)c1sc(-n2nc(C)c(CCC(C)C)c2C)nc1C	-5%	1%[46 µM]	?
CCC(Oc1ccccc1)C(=O)Nc1nnc(S(=O)(=O)N2CCCC2)s1 (stereo unspecified)	-5%	-5%[46 µM]	7%
CCOc1ccccc1CNS(=O)(=O)c1ccc(-c2cnc(C3CC3)o2)cc1	7%	?	-2%
Cc1ccc(C)c(NC(=O)CSc2nc3nccnc3c(=O)n2CCc2c[nH]c3ccccc23)c1	-3%	1%[46 µM]	-21%
Cc1ccccc1CSc1nc2cccnc2n1Cc1ccc(C(=O)NCCc2cccs2)cc1	2%	?	9%
COCCn1c(C)cc(O)c(C(c2ccc(F)cc2)N2CCC(C)CC2)c1=O (stereo unspecified)	0%	-1%[46 µM]	-1%
COc1ccc(Cl)cc1NC(=O)N1CCC(CN2CCc3ccccc3C2)CC1	-26%	0%[46 µM]	56µM*[quencher]

Six consecutive entries already listed, for reference:
SMILES	TRb-SRC2 inh	LMNA splice mod	TR SRC2 fluor cs
COc1cccc(CNC(=O)C2CCN(Cc3cc4ccccc4n3Cc3ccccc3)CC2)c1OC	-1%	-7%[46 µM]	-2%
Cn1c(=NC(=O)c2ccc(F)cc2)sc2cc(Br)ccc21	-4%	5%[46 µM]	-3%
CCOc1ccccc1CNC(=O)CN1C(=O)CSc2ccc(S(=O)(=O)N3CCOCC3)cc21	-2%	-17%[46 µM]	-2%
CC(C)c1ccc(NC(=O)Cn2nnc(C(=O)NCCc3ccccc3)c2N)cc1	0%	?	-33%
COc1ccc(CNC(=O)C2CCCN(C(=O)N3CCOc4ccccc43)C2)cc1 (stereo unspecified)	-11%	2%[46 µM]	?
CCOc1ccccc1NC(=O)c1sc(-n2nc(C)c(CCC(C)C)c2C)nc1C	-5%	1%[46 µM]	?

Continued:
SMILES	TRb-SRC2 inh	LMNA splice mod	TR SRC2 fluor cs
Cc1ccc(N2CCN(C(=O)c3nn(C)c4c3CS(=O)(=O)c3ccccc3-4)CC2)c(C)c1	-7%	?	-19%
CCC(=O)Nc1sc2c(c1C(=O)Nc1cccc(C)c1)CCCC2	-4%	?	3%
O=C(NCCS(=O)(=O)N1CCN(c2ccccc2F)CC1)c1cc(=O)c2ccccc2o1	5%	?	-10%
COc1ccc(N2CCN(C(=O)CN3CCSc4ccccc43)CC2)cc1	-4%	-8%[46 µM]	-5%
O=C(CSc1nc2nccnc2c(=O)n1CCc1c[nH]c2ccccc12)Nc1ccccc1	?	10%[46 µM]	?
CC(C)CC(=O)Nc1ccc(S(=O)(=O)Nc2cc3c(cc2N2CCOCC2)n(C)c(=O)c(=O)n3C)cc1	0%	-1%[46 µM]	-1%
CC(C)CC(=O)NCC(c1ccc2c(c1)OCO2)N1CCN(c2ccccc2)CC1 (stereo unspecified)	5%	?	-2%
Fc1ccc(-c2noc3ncnc(NCCCN4CCN(c5ccccc5)CC4)c23)cc1	12%	-5%[46 µM]	-2%
Cc1cccc(NC(=O)c2cc(CN3CCOCC3)on2)c1C	-4%	-13%[46 µM]	-3%
Cc1ccc2nc(NC(=O)CSc3cc(C)[nH]c(=O)n3)sc2c1	-5%	?	0%
CC(=O)N1CCc2cc(CNC(=O)c3ccccc3Br)ccc21	-3%	-6%[46 µM]	-4%
CC(C)c1cnc2c(c1SCC(=O)Nc1cccc(F)c1)c(=O)n(C)c(=O)n2C	0%	?	-1%
CCOC(=O)CNC(=O)N1CCN(c2nnc(C)c3c(C)n(-c4ccc(Cl)cc4)nc23)CC1	-2%	-5%[46 µM]	-3%
CC(=O)N1CCCc2cc(S(=O)(=O)N3CCCC(C(=O)NCc4ccccc4Cl)C3)ccc21 (stereo unspecified)	-2%	0%[46 µM]	-2%
CCOCCCNC(=O)N1CCN(S(=O)(=O)c2ccc3c(ccn3C)c2)CC1	-5%	25%[46 µM]	-1%
Cc1ccc(C)c(NC(=O)CSc2nnc(NC(=O)Nc3ccccc3)s2)c1	-11%	?	-1%
O=C(O)c1c(CNCc2cccc(F)c2)c2ccccc2n1Cc1ccccc1	-2%	?	1%
CN(C)c1ccc(NC(=O)C2(c3cccs3)CCOCC2)cc1	-9%	-1%[46 µM]	-4%
Cc1ccc(CSCC(=O)N2CCN(c3ccccc3F)CC2)cc1	6%	-8%[46 µM]	-1%
CN(C)S(=O)(=O)c1ccc(C(=O)Nc2ccc(-n3nncc3-c3ccccc3)cc2)cc1	3%	-22%[46 µM]	-1%
CCOc1ccc(-n2ccnc2SCC(=O)Nc2nc3ccc(C)cc3s2)cc1	3%	7%[46 µM]	1%
Cc1ccc(-n2ncc3c(N4CCCCC4)ncnc32)cc1Cl	6%	-8%[46 µM]	-2%
Cc1cc(C)cc(N2C(=O)CSC23C(=O)N(CC(=O)NCCc2ccccc2)c2ccccc23)c1 (stereo unspecified)	1%	3%[46 µM]	-21%
CCOC(=O)Cn1c(=O)n(CC2CCCO2)c2nc(-c3ccc(OC)cc3OC)nc(C(N)=O)c21 (stereo unspecified)	-3%	-3%[46 µM]	3%
Cc1ccc(CSc2nc3ccc(NC(=O)COc4ccccc4F)cc3s2)cc1	2%	8%[46 µM]	-1%
CCc1nc(SC)ncc1C(=O)N1CCN(c2cc(Cl)ccc2C)CC1	2%	0%[46 µM]	-20%
CCn1c2c(c(=O)n3ncc(C(=O)Nc4ccc(Cl)cc4C)c13)CN(Cc1ccc(OC)cc1)CC2	11%	0%[46 µM]	2%
O=C(NCc1ccc(F)cc1Cl)c1ccc(CSCc2ccccc2Cl)o1	-3%	-15%[46 µM]	-1%
COc1ccc(C(=O)NCC(c2ccco2)S(=O)(=O)c2ccc(F)cc2)cc1 (stereo unspecified)	-2%	19%[46 µM]	1%
O=C(Cn1cnc2c(nc3n2CCCCC3)c1=O)Nc1ccc(F)cc1	1%	-3%[46 µM]	0%
CCOC(=O)C1CCC(CN(Cc2c(Cl)cccc2Cl)S(=O)(=O)c2ccc(F)cc2)CC1 (stereo unspecified)	1%	?	-1%
COc1cccc(Cc2nc3ccccc3nc2SCC(=O)NCCc2ccccc2)c1	0%	-14%[46 µM]	-1%
CC(=O)N1CCC2(CC1)OC(=O)C(C)=C2C(=O)NCc1cccc(Cl)c1	4%	1%[46 µM]	-5%
CC1CCCCN1CCCNC(=O)c1ccc2c(c1)sc1nc(-c3ccc(F)cc3)cn12 (stereo unspecified)	0%	1%[46 µM]	-17%
CCc1ccc(CNC(=O)CCSCc2ccccc2F)cc1	-5%	-12%[46 µM]	-2%
COc1cccc(N2CCN(C(=O)CCCCCn3c(=O)[nH]c4ccccc4c3=O)CC2)c1	-10%	-15%[46 µM]	-2%
COc1ccc(Cl)cc1NC(=O)CSc1ccc(-c2sc(C)nc2C)nn1	-2%	23%[46 µM]	-3%
Cc1ccc(CNC(=O)CSc2c(C)cnc3c2c(=O)n(C)c(=O)n3C)cc1	1%	13%[46 µM]	1%
COc1ccc(CNC(=O)CCCn2c(SCC(N)=O)nc3cc4c(cc3c2=O)OCO4)cc1	2%	2%[46 µM]	-39%
Cc1ccc(Cl)cc1Nc1nc2ccccc2n2c(C)nnc12	-7%	?	5%
CC(=O)N1CCOc2cc(S(=O)(=O)NCc3ccc(C)cc3)c(C)cc21	-2%	-21%[46 µM]	-1%
CCOc1ccc(NC(=O)c2sc(-n3nc(C)c(Cc4ccc(Cl)cc4)c3C)nc2C)cc1	-5%	8%[46 µM]	-18%
COc1ccc(CCNC(=O)c2cnc3sc(N4CCCCCC4)nn3c2=O)cc1OC	3%	1%[46 µM]	-6%
CCCN1CCCc2cc(CN(CCCN3CCOCC3)C(=O)Nc3ccc(Cl)c(Cl)c3)ccc21	-8%	?	1%
CCc1ccc(CNC(=O)c2cnc3sc(N4CCCCCC4)nn3c2=O)cc1	-2%	1%[46 µM]	-1%
CC1CCN(S(=O)(=O)c2nnc(NC(=O)c3cccc(Br)c3)s2)CC1	-8%	-6%[46 µM]	-1%
Cn1c(=O)c2nc(SCC(=O)Nc3ccc(OC(F)(F)F)cc3)n(C)c2n(C)c1=O	-7%	?	1%
CCc1ccc(NC(=O)N2CCN(Cc3cc(=O)n4nc(-c5ccccc5OC)sc4n3)CC2)cc1	1%	?	1%
Cc1ccccc1NC(=O)CN1C(=O)C2(SCC(=O)N2c2ccc(F)cc2)c2ccccc21 (stereo unspecified)	5%	?	1%
Cc1ccc(NC(=O)Cn2cc(S(=O)(=O)N3CCCC3)c(S(=O)(=O)N3CCCC3)c2)cc1F	-4%	-11%[46 µM]	?
COc1ccc(NC(=O)C2=C(C)Nc3ncnn3C2c2cccn2C)cc1 (stereo unspecified)	-4%	11%[46 µM]	-1%
Cc1cc(C)cc(NC(=O)CSc2nc3c([nH]c4ccccc43)c(=O)n2-c2ccc(F)cc2)c1	0%	?	6%
Cc1nc(-n2nc(C)c(CCC(C)C)c2C)sc1C(=O)Nc1cccc(Cl)c1C	2%	5%[46 µM]	-25%
CCOc1ccc(S(=O)(=O)Nc2ccc(-c3ccc(OC)nn3)cc2)cc1	-6%	-12%[46 µM]	-3%
O=C(Nc1ccccc1F)C(Cc1ccccc1)N1Cc2ccccc2C1=O (stereo unspecified)	-5%	14%[46 µM]	4%
COc1ccc(-n2ncc(C(=O)Nc3ccc4c(c3)OCO4)c2C2CCN(C(=O)OC(C)(C)C)CC2)cc1	0%	-6%[46 µM]	-4%
COC(=O)c1c(NC(=O)CS(=O)(=O)c2ccc(C)cc2)sc2c1CCCCC2	-6%	-9%[46 µM]	1%
O=C(NCCCN1CCN(c2cccc(Cl)c2)CC1)c1sc2ncccc2c1-n1cccc1	8%	-10%[46 µM]	-8%
O=C(NC1CCCC1)c1ccc2c(c1)N(Cc1ccccc1F)C(=O)c1ccccc1S2	0%	?	-1%
Cc1ccc(CNC(=O)C(C)n2c(=O)cc(C(F)(F)F)c3c(C)nn(C)c32)cc1 (stereo unspecified)	-2%	?	-13%

In a second layout: results already given
Value order: TRb-SRC2 inh, LMNA splice mod, TR SRC2 fluor cs
O=C(Nc1ccccc1F)C(Cc1ccccc1)N1Cc2ccccc2C1=O (stereo unspecified)
    -5%, 14%[46 µM], 4%
COc1ccc(-n2ncc(C(=O)Nc3ccc4c(c3)OCO4)c2C2CCN(C(=O)OC(C)(C)C)CC2)cc1
    0%, -6%[46 µM], -4%
COC(=O)c1c(NC(=O)CS(=O)(=O)c2ccc(C)cc2)sc2c1CCCCC2
    -6%, -9%[46 µM], 1%
O=C(NCCCN1CCN(c2cccc(Cl)c2)CC1)c1sc2ncccc2c1-n1cccc1
    8%, -10%[46 µM], -8%

Remaining list, next part.
SMILES	TRb-SRC2 inh	LMNA splice mod	TR SRC2 fluor cs
Cc1ccc(OCc2cc(=O)n3cc(C)sc3n2)c(NC(=O)c2ccco2)c1	-3%	4%[46 µM]	-3%
CCOC(=O)c1ccc(Nc2ncnc3c2cnn3-c2cccc(Cl)c2)cc1	1%	?	0%
CCN(CC)CCNC(=O)c1ccc2c(c1)sc1nc(-c3ccc(F)cc3)cn12	5%	11%[46 µM]	-21%
Cc1cc(C)cc(NC(=O)Cn2cc(C(=O)c3ccccc3)c(=O)c3ccc(C)nc32)c1	9%	12%[46 µM]	-2%
Cc1cccc(C)c1NC(=O)c1nc(S(C)(=O)=O)ncc1N(Cc1ccc(F)cc1)Cc1ccco1	1%	-2%[46 µM]	-26%
Cc1cc(Nc2cccc(Cl)c2)nc2ccc(NC(=O)Cc3ccc(Cl)cc3)cc12	3%	-19%[46 µM]	4%
COc1ccc(CNC(=O)c2cn(-c3cccc(OC)c3)c(=O)c3ccccc23)cc1	7%	-3%[46 µM]	6%
O=C(c1ccc2c(c1)N(Cc1ccccc1Cl)C(=O)c1ccccc1S2)N1CCCC1	-3%	-18%[46 µM]	-13%
COc1cccc(-n2cc(C(=O)Nc3cc(C)c(Cl)cc3OC)c3ccccc3c2=O)c1	3%	-1%[46 µM]	-21%
